Screening data as filed in PubChem.
Cneo AK release – Cryptococcus neoformans cell lysis inducers, primary screen, AK release luminescence, single concentration; C. neoformans lysis, adenylate kinase release luminescence, 4 h; normalised: neutral wells 0, clomiphene wells 100; lysis activity, % at 15 µM; actives 0.2% (n = 360,000); AID 651654, 2012;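 active means mean lysis activity across replicates of at least 80%, whatever share of replicates individually reach that level; inactive means mean lysis activity below 80%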
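Test system: log-phase Cryptococcus neoformans yeast cells. Input: 5 × 10^6 yeast cells/mL. Medium: fresh YPD growth medium. Doses: single dose. Incubation: static 4 h at 37 °C with compound, 1 h detection. Measured by: luminescent adenylate kinase detection reagent. Read-out: signal increase indicating cell lysis. Benchmarks: Clomiphene.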
FN deposition inh – inhibitors of fibronectin matrix deposition, primary screen, AH1F cells, Alexa488-fibronectin fluorescence, plate reader; inhibition, % at 12.6 µM; actives 0.086% (n = 350,000); AH1F fibroblasts, overnight;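 active means mean inhibition across replicates of 30% or more, regardless of how many single replicates reach that level; inconclusive means mean under 30% yet at least half of replicates reach 30%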;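 further: positive control wells lacked labelled fibronectin entirely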
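Material: AH1F fibroblasts assembling fluorescent fibronectin matrix; amount: 10000 AH1F cells/well; medium: DMEM, 2% serum; reagent: Alexa488-fibronectin, 24 nM final in well; dosing: single compound dose, delivered by pin transfer; incubation: 1 h adhesion, overnight exposure; detection: fluorescence after three HBSS washes, excitation 485 nm, emission 525 nm; measure: fibronectin deposition inhibition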
miR-122 sensor – miR-122 Renilla sensor signal increase in Huh7, primary screen, miR-122 inhibitor project, cell-based, single point, plate reader. Huh7 miR-122 Renilla luciferase sensor, 48 h; neutral wells = 0, positive control = 100. activation (reporter increase), % at 12.5 µM. actives 0.3% (n = 340,000);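 active means mean replicate activation score at least 90 and every replicate individually at or above 90; inconclusive means only one of the two criteria met; inactive means neither criterion met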;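 further: higher luciferase means less miR-122 activity so hits act as miR-122 inhibitors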
F508del corr – F508del CFTR correction, initial screen, CFBE line, single point; CFBE cells, YFP halide quenching; stimulated with forskolin plus potentiator P3; % fluorescence drop versus neutral controls; activity (quench increase), % at 7.58 µM; actives 0.36% (n = 350,000);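 active means mean added fluorescence quench of at least 8% versus neutral control, with both replicates also reaching 8%; inconclusive means only one of the mean or replicate conditions met; inactive means mean below 8% and not both replicates reaching 8%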;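 further: cells transiently co-express mutant CFTR-F508del with the halide-sensitive YFP; corrector assay measuring rescue of mutant channel to the surface after 24 h compound exposure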
PGC1a acetyl inh – inhibitors of PGC1a acetylation signal, primary screen, cell-based, U2OS, AlphaScreen, inhibitor mode; AlphaScreen anti-acetyl-lysine; with virally co-expressed GCN5 acetyltransferase; inhibition, % at 15.6 µM; actives 0.17% (n = 350,000); AID 651687, 2012;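 active means every replicate shows inhibition of at least 40%; inconclusive means mean inhibition at least 40% but some replicate below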;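 further: 0% = neutral control wells and 100% = positive control wells; some results beyond the cut were filed as inactive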
C2C12 statin – suppressors of statin myotoxicity in C2C12 myotubes, primary screen, cell-based, single point, plate reader; C2C12 myotubes + simvastatin, ATP luminescence, 48 h; scaled: DMSO 0, geranylgeraniol control 100; rescue of ATP level, % at 7.49 µM; actives 0.78% (n = 330,000);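 active means mean ATP rescue above about 67%, or every replicate alone reaching that limit, limit read from the data, passing the limit was not always enough; inconclusive means no clear call, values can overlap the other calls; inactive means mean under the limit and some replicate under it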;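 further: myotubes were challenged with 10 µM simvastatin during compound exposure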
PglD inh – C. jejuni PglD acetyltransferase inhibitors, primary screen, biochemical, DTNB colorimetric, single point; purified PglD enzyme, DTNB colorimetric CoA detection; inhibition, % at 12.5 µM; actives 0.098% (n = 360,000); AID 602405, 2012; UDP-N-acetylbacillosamine N-acetyltransferase PglD (Campylobacter jejuni); in the data active means inhibition above about 16%, passing the limit was not always enough; inconclusive means no clear call, values can overlap the other calls; further: strong numbers were not always called active
GSIS activator – GLuc luminescence reporter in INS-1E cells, primary screen for activators of glucose-dependent secretion of insulin; INS-1E GLuc reporter insulin secretion, 2-3 h; activation, % at 16.6 µM; actives 0.61% (n = 370,000); AID 743287, 2014;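 active means lowest replicate activation of at least 40%, so every replicate reaches that level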;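 further: 0% = median of neutral control wells and 100% = median of IBMX positive control wells; some compounds called inactive have numbers as strong as hits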
The depositor's hits bear a star; ? = inconclusive; . = no result given; [ ] = remark or other dose.

SMILES | Cneo AK release | FN deposition inh | miR-122 sensor | F508del corr | PGC1a acetyl inh | C2C12 statin | PglD inh | GSIS activator
CCOc1ccc(NC(=O)C2=C(C)NC(=S)NC2c2ccc(O)c(OC)c2)cc1 (stereo unspecified) | 0 | -4 | -2 | 2.1 | -7 | . | 5 | -11
CCCN1C[C@@H](C)[C@H](OC)CN(C)C(=O)c2cc(NC(=O)Nc3cccc(OC)c3)ccc2OC[C@@H]1C | . | 2 | 23[16.7 µM] | -0.3 | 32 | 15 | . | 10
O=C(CSc1nnc(-c2cnccn2)n1Cc1ccco1)Nc1ccc(Br)cc1 | 0 | . | 2 | . | 4 | 15 | 3 | .
COc1ccc(-c2csc(Nc3ccccn3)n2)cc1 | -2 | 0 | . | 0.6 | -2 | . | -1 | 6
CN1C(=O)c2cc(NC(=O)c3ccccc3)ccc2OC[C@H]2O[C@H](CC(=O)O)CC[C@H]21 | -1 | -15 | 0[16.7 µM] | 1.8 | -1 | 9 | -1 | -1
COc1cccc(N2CC(C(=O)Nc3nnc(SCc4ccccn4)s3)CC2=O)c1 (stereo unspecified) | 3 | -2 | 1 | . | -1 | 7 | -1 | -6
CCCN(C)C[C@@H]1OCCCC[C@@H](C)Oc2ccc(NC(=O)Nc3ccc(F)cc3)cc2C(=O)N([C@H](C)CO)C[C@@H]1C | -1 | . | 3[16.7 µM] | -1.5 | 16 | 15 | -2 | 3
Cc1oc2cc3oc(=O)c(CC(=O)N[C@@H](C)C(=O)NC(Cc4ccc(Cl)cc4)C(=O)O)c(C)c3cc2c1C (stereo partly specified) | -2 | . | -1 | 4.0 | 2 | 5 | -1 | .
COc1ccc2cc(C3=CCCC3(C)C(=O)O)ccc2c1 (stereo unspecified) | 0 | 5 | -3 | 7.3 | 0 | 3 | -1 | -28
Cc1cc(C)n(C(=O)CNC(=O)c2ccccc2F)n1 | 4 | -3 | . | -0.2 | . | -2 | 4 | -4
Cc1sccc1/C=N/NC(=O)c1cccc2ccccc12 | 0 | 4 | 1 | . | -6 | -14 | 4 | 0
CC(C)Oc1ccc(S(=O)(=O)N2CCOCC2)cc1NC(=O)c1cc([N+](=O)[O-])ccc1N1CCOCC1 | -3 | -1 | . | 0.3 | 17 | 9 | -1 | 23
O=C1NC(=O)C2(COC(c3cccc([N+](=O)[O-])c3)OC2)S1 (stereo unspecified) | 6 | 1 | -3 | 0.6 | . | 4 | -6 | 12
CCCNC(=O)Nc1ccc2c(c1)C(=O)N(C)C[C@H](OC)[C@@H](C)CN(C(=O)c1ccccc1F)[C@H](C)CO2 | -2 | -1 | . | -1.4 | -7 | 5 | -2 | 4
COCC(=O)N(C)C[C@H]1Oc2ncc(C#Cc3cccnc3)cc2C(=O)N([C@H](C)CO)C[C@@H]1C | -2 | -6 | 9[16.7 µM] | -4.2 | -2 | 19 | 4 | 6
CCN(CC)C(=O)Cn1cc(S(=O)(=O)CC(=O)NCCc2ccccc2)c2ccccc21 | 2 | . | . | 2.0 | . | 5 | 0 | 8
COc1ccc(F)cc1-c1cc(C(=O)Nc2ccc(NC(C)=O)cc2)[nH]n1 | 1 | 8 | -1 | 1.9 | -15 | -32 | . | 8
Cc1cc(C(=O)Nc2cccc3c2O[C@H](CN(C)CC2CCCCC2)[C@@H](C)CN([C@@H](C)CO)C3=O)n(C)n1 | 0 | . | 67[16.7 µM] | 1.8 | -4 | -20 | 3 | 6
C[C@H]1COC(=O)[C@H](CC(=O)OC(C)(C)C)C/C=C\C[C@H](CC(=O)N(CCO)Cc2ccccc2)C(=O)N1 | 6 | 2 | 7 | -1.1 | . | 13 | -5 | -4
O=C(COC(=O)/C=C/c1ccccc1[N+](=O)[O-])NCC1CCCO1 (stereo unspecified) | . | -19 | . | -1.8 | -1 | . | . | -2
Cn1c(=O)c2c(nc(-n3ccnc3)n2C)n(C)c1=O | 1 | . | 2 | . | -5 | -8 | -2 | .
COc1cc(OC)cc(C(=O)O/N=C(\N)c2ccncc2)c1 | -1 | -2 | 2 | 0.1 | -5 | . | -3 | 9
C[C@H]1CN([C@@H](C)CO)C(=O)Cc2cc(NS(=O)(=O)c3ccccc3)ccc2O[C@@H]1CN(C)S(=O)(=O)c1ccc(Cl)cc1 | 0 | . | 1[16.7 µM] | 2.7 | -6 | 13 | -1 | -8
Cc1cc(C)cc(OC2CCCCC2NS(=O)(=O)c2ccccc2)c1 (stereo unspecified) | 4 | 7 | 2 | . | -18 | 14 | 5 | -11
O=C(NCc1ccc(F)cc1)C(C(=O)NCc1ccc(F)cc1)c1ncc(C(F)(F)F)cc1Cl | . | -1 | -3 | 3.1 | 20 | . | . | .
COC(=O)c1ccc(-c2nc(CN3CCN(Cc4cccc(C)c4)CC3)c(C)o2)cc1 | -1 | 14 | 1 | -1.1 | 18 | 13 | -4 | -18
Cc1ccc(-n2c(SCC(N)=O)nnc2-c2cccnc2)c(C)c1 | -7 | 1 | -5 | . | 2 | -6 | 0 | .
COC(=O)C(CC(=O)Nc1cc(C)ccc1C)Nc1ccccc1OC (stereo unspecified) | 0 | -4 | -5 | . | -17 | 15 | -1 | .
C=C(C)CNC(=S)N/N=C(\C)c1ccc(-n2ccnc2)cc1 | 7 | -6 | 11 | . | -19 | 2 | 0 | 33
C=CCSc1nc(N)c(NC(=O)c2ccco2)c(=O)[nH]1 | 0 | -2 | 0 | 0.8 | -5 | 4 | 3 | 5
O=C(c1cccc(S(=O)(=O)NCc2ccccc2)c1)N1CCN(c2cccc(C(F)(F)F)c2)CC1 | 0 | . | 39 | 3.2 | 0 | . | 2 | -40
Cc1noc(C)c1S(=O)(=O)Nc1ccc2c(c1)CC(=O)N([C@@H](C)CO)C[C@H](C)[C@@H](CN(C)C(=O)Nc1cccc3ccccc13)O2 | 1 | -9 | 1[16.7 µM] | -0.1 | -3 | 17 | 1 | 2
COc1ccc(-c2cc3onc(-c4c(Cl)cccc4Cl)c3c(=O)n2C)cc1 | 3 | -15 | 26 | 0.1 | 28 | 9 | 1 | -4
Cc1c(C(C)(C)C)s/c(=N/S(=O)(=O)c2ccccc2)n1C | 0 | 1 | 21 | 1.9 | 3 | -2 | -5 | .
Cc1ccc(C(=O)Nc2c(C)cc(C)c3cccnc23)cc1 | -2 | -4 | 5 | -4.9 | 5 | -35 | 2 | -4
CC(C)NC(=O)CN1C(=O)c2cccc3cccc1c23 | 0 | -4 | . | 0.1 | . | 3 | 3 | -7
CC1(C)SC(=S)N(/N=C/c2ccccc2O)C1N(O)C(=O)Nc1ccccc1 (stereo unspecified) | . | 8 | . | 0.5 | 14 | . | . | -27
CCc1cccc(NS(=O)(=O)c2ccc3c(c2)NC(=O)C(C)S3)c1 (stereo unspecified) | -3 | -8 | . | 0.9 | . | 43 | 0 | -22
O=C(c1ccccc1)c1ncc[nH]1 | 1 | 2 | -9 | -2.9 | 8 | 1 | 16 | 18
Cc1cc(CN2C(=O)c3ccccc3C2=O)no1 | 2 | -1 | 6 | . | . | . | 4 | 8

Grouped by structure: those above containing two or more sulfur atoms.
SMILES | Cneo AK release | FN deposition inh | miR-122 sensor | F508del corr | PGC1a acetyl inh | C2C12 statin | PglD inh | GSIS activator
COc1cccc(N2CC(C(=O)Nc3nnc(SCc4ccccn4)s3)CC2=O)c1 (stereo unspecified) | 3 | -2 | 1 | . | -1 | 7 | -1 | -6
C[C@H]1CN([C@@H](C)CO)C(=O)Cc2cc(NS(=O)(=O)c3ccccc3)ccc2O[C@@H]1CN(C)S(=O)(=O)c1ccc(Cl)cc1 | 0 | . | 1[16.7 µM] | 2.7 | -6 | 13 | -1 | -8
Cc1c(C(C)(C)C)s/c(=N/S(=O)(=O)c2ccccc2)n1C | 0 | 1 | 21 | 1.9 | 3 | -2 | -5 | .
CC1(C)SC(=S)N(/N=C/c2ccccc2O)C1N(O)C(=O)Nc1ccccc1 (stereo unspecified) | . | 8 | . | 0.5 | 14 | . | . | -27
CCc1cccc(NS(=O)(=O)c2ccc3c(c2)NC(=O)C(C)S3)c1 (stereo unspecified) | -3 | -8 | . | 0.9 | . | 43 | 0 | -22

Reprinted from the results shown (two entries):
SMILES | Cneo AK release | FN deposition inh | miR-122 sensor | F508del corr | PGC1a acetyl inh | C2C12 statin | PglD inh | GSIS activator
Cn1c(=O)c2c(nc(-n3ccnc3)n2C)n(C)c1=O | 1 | . | 2 | . | -5 | -8 | -2 | .
COc1cc(OC)cc(C(=O)O/N=C(\N)c2ccncc2)c1 | -1 | -2 | 2 | 0.1 | -5 | . | -3 | 9

Part of the list above, with values under each structure:
Second line of a record – Cneo AK release | FN deposition inh | miR-122 sensor | F508del corr | PGC1a acetyl inh | C2C12 statin | PglD inh | GSIS activator
Cc1ccc(C(=O)Nc2c(C)cc(C)c3cccnc23)cc1
  -2 | -4 | 5 | -4.9 | 5 | -35 | 2 | -4
CC(C)NC(=O)CN1C(=O)c2cccc3cccc1c23
  0 | -4 | . | 0.1 | . | 3 | 3 | -7

(next part)
SMILES | Cneo AK release | FN deposition inh | miR-122 sensor | F508del corr | PGC1a acetyl inh | C2C12 statin | PglD inh | GSIS activator
CC(NC(=O)CSc1cccc(C(F)(F)F)c1)c1ccccc1 (stereo unspecified) | . | -14 | 5 | -0.7 | -1 | 8 | . | -10
Cc1ccc(NC(=O)[C@H](Cc2c[nH]c3ccccc23)NC(=O)[C@@H]2Cc3ccccc3CN2)c(C)c1 | 0 | . | 2 | 6.3 | 5 | 9 | 5 | -19
COc1ccc([C@H]2CC(=O)C=C(c3cc(F)ccc3F)C2)cc1OC | -1 | -7 | -1 | 4.1 | 2 | -52 | 6 | 16
CO[C@H]1CN(C)C(=O)c2cc(NS(C)(=O)=O)ccc2OC[C@H](C)N(C(=O)C2CCCC2)C[C@H]1C | -2 | 3 | 1[16.7 µM] | -3.6 | . | 4 | -2 | 3
COc1ccccc1CNC(=O)C[C@H]1CC[C@H]2[C@H](COc3ccc(NC(=O)Nc4ccc(F)c(F)c4)cc3C(=O)N2C)O1 | 0 | 9 | 60[16.7 µM] | 1.4 | 0 | -13 | 5 | -10
Cc1ccccc1C(=O)Nc1nnc(S(=O)(=O)N2CCCCCC2)s1 | -9 | -1 | 6 | -0.1 | -2 | -5 | -2 | .
Cc1ccc(F)cc1S(=O)(=O)NCc1ccc(N2CCN(C)CC2)cc1 | -1 | -17 | 8 | -1.5 | -1 | . | -1 | 18
O=C(CCc1nc2sc3c(c2c(=O)[nH]1)CCCC3)NCCOc1ccccc1 | 1 | -11 | . | -0.9 | 2 | 9 | 2 | -8
N#C/C(=C\C1CC2C=CC1C2)c1nc2ccccc2[nH]1 (stereo unspecified) | -3 | 5 | -3 | . | 4 | 3 | -3 | .
O=C(OC(C(=O)NCc1ccccc1)c1ccccc1)c1ccco1 (stereo unspecified) | 0 | 0 | -1 | -1.0 | . | 5 | 3 | 6
Clc1ccc(-c2c[n+](Cc3ccc(Cl)cc3Cl)c3n2CCCCC3)cc1 | . | 2 | . | ? | -14 | . | . | -22
